CDK5 inh – inhibitors of human CDK5/p35 kinase. Q00535+Q15078. Recombinant CDK5/p35, ADP-Glo luminescence, 60 min. inhibition, % at 10 µM. hit rate 0.01% among 330,000. AID 488839;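 active = highest replicate inhibition of at least 50% and at least 75% of replicates reaching 50%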;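 note: plate controls were DMSO neutral control for no effect and GW8510 at 10 µM for full effect; many of its hits are not listed in these tables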
Target sequence (Q00535 whole entry, looked up): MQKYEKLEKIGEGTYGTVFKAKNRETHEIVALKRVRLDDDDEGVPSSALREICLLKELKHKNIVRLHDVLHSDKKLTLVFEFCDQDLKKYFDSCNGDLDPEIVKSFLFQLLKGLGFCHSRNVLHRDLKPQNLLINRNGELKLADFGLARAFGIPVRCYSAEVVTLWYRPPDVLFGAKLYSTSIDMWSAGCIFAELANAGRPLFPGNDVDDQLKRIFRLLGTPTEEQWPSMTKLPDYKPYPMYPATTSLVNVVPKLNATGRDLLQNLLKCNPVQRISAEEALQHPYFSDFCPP
Target sequence (Q15078 whole entry, looked up): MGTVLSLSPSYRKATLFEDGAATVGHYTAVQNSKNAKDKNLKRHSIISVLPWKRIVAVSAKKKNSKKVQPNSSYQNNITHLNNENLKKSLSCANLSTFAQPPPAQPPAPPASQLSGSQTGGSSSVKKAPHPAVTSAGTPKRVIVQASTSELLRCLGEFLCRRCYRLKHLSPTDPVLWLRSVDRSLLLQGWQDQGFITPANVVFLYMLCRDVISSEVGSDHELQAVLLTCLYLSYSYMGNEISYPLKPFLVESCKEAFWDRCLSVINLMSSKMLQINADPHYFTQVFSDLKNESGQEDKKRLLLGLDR
Mot1-301 SUMO – blocks SUMOylation pathway, rescuing yeast Mot1-301 growth; hit rate 1% among 320,000; growth rescue, % at 18.8 µM; S. cerevisiae Mot1-301 growth rescue, ATP luminescence, 38.5C; percent above DMSO median, 100 means doubled;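 active = every valid replicate shows activation above 250% relative to neutral control wells; inactive = the rest, any valid replicate at or below 250%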;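 note: OY570 slx delta 5 strain wells were the positive control but not used for scaling; some compounds called inactive have numbers as strong as hits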
Tat transport – blocks Tat-dependent protein export in E. coli. E. coli MC4100 TorA-mCherry Tat export, fluorescence. AID 488895. inhibition, % at 10 µM. hit rate 0.036% among 340,000;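 active = mean replicate inhibition at least 50% and at least half of replicates individually reaching 50%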;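 note: exported cargo escapes ClpAP degradation while cytoplasmic cargo is degraded and loses fluorescence; 0% = median of neutral control wells and 100% = median of NaSCN control wells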
phage Ecoli inh – E. coli growth loss with phage present; growth absorbance; inhibition, % at 11.9 µM; hit rate 0.26% among 360,000; AID 651602; in the data active = inhibition above about 11%
DAGLB inh – diacylglycerol lipase beta (human) inhibition; Q8NCG7; HEK293T DAGLB membrane lysate, EnzChek fluorogenic substrate; inhibition, % at 5.17 µM; hit rate 0.059% among 340,000; AID 504411; in the data active = inhibition above about 34%;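 note: 0% = enzyme with vehicle and 100% = wells lacking enzyme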
PKA-R2B activ – PKA-R2B complex activation; P22694+P31323; PKA-R2B holoenzyme dissociation, Cy5-IP20 fluorescence polarization; R2B truncated from residue 108, S112A mutant; 0% DMSO only, 100% 113 µM cGMP; activation, % at 11.4 µM; hit rate 0.079% among 340,000;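 active = activation above a cutoff set at the mean over all compounds plus 3 SD, cut at about 18% in these data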;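 note: higher means more holoenzyme dissociation and a rise in polarization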
Target sequence (P31323 whole entry, looked up, other chains not shown, the tested form may be a part): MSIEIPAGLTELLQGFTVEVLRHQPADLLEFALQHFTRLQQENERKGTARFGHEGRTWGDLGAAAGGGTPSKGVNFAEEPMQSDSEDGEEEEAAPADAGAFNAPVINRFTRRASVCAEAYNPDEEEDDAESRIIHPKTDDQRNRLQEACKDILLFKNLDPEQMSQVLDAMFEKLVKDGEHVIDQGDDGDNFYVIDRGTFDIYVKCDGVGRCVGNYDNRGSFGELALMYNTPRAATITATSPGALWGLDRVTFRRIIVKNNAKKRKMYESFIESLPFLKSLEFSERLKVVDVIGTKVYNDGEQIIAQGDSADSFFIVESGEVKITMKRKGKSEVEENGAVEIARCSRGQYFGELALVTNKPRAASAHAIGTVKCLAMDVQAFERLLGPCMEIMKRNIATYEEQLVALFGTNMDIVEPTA
HTR5A inv ag – HTR5A inverse agonism, opioid heterodimer counter-screen | HTR5A cell line, luminescence | inhibition, % at 9.3 µM | hit rate 0.083% among 340,000 | AID 504634; in the data active = inhibition mostly above about 23%, no sharp cut-off; inactive = mostly below about 18%;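 note: 0% = cells with DMSO and 100% = no-cell wells with DMSO; some compounds called inactive have numbers as strong as hits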
AddAB inh – less growth of phage-infected E. coli with AddAB | E. coli expressing H. pylori AddAB, absorbance growth | inhibition, % at 11.9 µM | hit rate 0.29% among 330,000; in the data active = inhibition above about 12%;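 note: 0% = vehicle wells of infected cells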
HTR5A ag ctr – counter-screen for OPRM1-OPRD1 agonists: human HTR5A agonism; HTR5A agonist assay, luminescence, cell-based; activation, % at 9.3 µM; hit rate 0.61% among 340,000; in the data active = activation mostly above about 9.5%, no sharp cut-off; inactive = mostly below about 7.6%;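 note: 0% = cells with vehicle only and 100% = reference agonist; strong numbers were not always called active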
Ecoli viability – counter-screen for AddAB inhibitors: E. coli growth inhibition. E. coli V3065 growth, OD600 absorbance, 18 h. inhibition, % at 11.9 µM. hit rate 0.27% among 330,000. AID 449728;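 active = inhibition above the campaign's mean inhibition across all tested compounds plus 3 SD, cut at about 9.9% in these data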;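 note: uninfected addAB+ strain grown without phage in ampicillin broth; 0% = DMSO wells and 100% = ciprofloxacin 0.95 µg/ml wells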
PKA-R1A activ – PKA-R1A complex activation. P00514+P68181. PKA-R1A dissociation, Cy5-IP20 fluorescence polarization; scaled: DMSO 0%, 113 µM cGMP 100%. activation, % at 11.4 µM. hit rate 0.083% among 340,000. AID 504707;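 active = percent activation above the mean of all tested compounds plus 3 SD, cut at about 19% in these data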;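 note: higher means more PKAc released from R1A so a rise in polarization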
* marks the source's active call; other numbers are inactive results; nt = not tested or not shown.

SMILES	CDK5 inh	Mot1-301 SUMO	Tat transport	phage Ecoli inh	DAGLB inh	PKA-R2B activ	HTR5A inv ag	AddAB inh	HTR5A ag ctr	Ecoli viability	PKA-R1A activ
O=C(Nc1nc(-c2ccc(S(=O)(=O)N3CCCCCC3)cc2)cs1)c1ccccc1	-0.7	99	1	4.2	-1	-1	5	0.5	-2	-1.9	-11
CCN(c1ccccc1)S(=O)(=O)c1ccc(Cl)c(C(=O)N(CC2CCCO2)C2CCS(=O)(=O)C2)c1 (stereo unspecified)	-1.2	7	4	1.1	1	-8	-9	0.2	3	1.0	-4
NS(=O)(=O)c1ccc(CCNC(=O)c2ccc3nc4ccc(Cl)cc4c(=O)n3c2)cc1	-0.7	449	0	0.2	3	1	2	2.4	-1	0.9	6
Cc1ccc(N2C(=O)CC(NCC3CCCO3)C2=O)cc1 (stereo unspecified)	1.1	26	-5	3.8	-2	3	8	-0.6	-3	1.9	1
COc1ccc(C(=O)c2sc(Nc3ccc(NC(C)=O)cc3)nc2C)cc1	-1.0	101	-4	-1.5	1	8	0	0.3	0	-1.4	-6
CC(C)(C)C(=O)Nc1cc2c3c(c1)CCC(=O)N3CCC2	0.3	17	4	3.5	0	7	-12	3.2	-4	-1.1	-13
O=C(CSc1nnc2ccccn12)NC(=O)c1ccccc1Cl	-7.4	-17	9	1.8	2	2	7	-0.8	-3	-0.5	4
COCCCNC(=O)c1ccc2c(c1)nc(C)n2-c1cccc(C)c1	-0.3	-17	1	3.3	-1	0	4	-1.9	-1	-0.2	-13
CC(=O)Nc1ccc(C(=O)OCC(=O)c2ccc(S(=O)(=O)N3CCCCC3)cc2)cc1	0.3	-12	1	3.5	1	-8	-8	1.6	-3	1.3	1
O=c1[nH]c(N2CCN(Cc3ccccc3)CC2)nc2c1CCC2	2.1	-18	-8	2.5	nt	nt	nt	-0.5	nt	-0.3	nt
O=C(C1CCN(S(=O)(=O)c2ccccc2)CC1)N1CCN(Cc2ccc3c(c2)OCO3)CC1	-2.4	15	1	1.3	-2	0	-9	2.8	0	0.1	1
CNC(=O)c1sccc1S(=O)(=O)Cc1c(Cl)cccc1Cl	-0.9	-27	-4	1.6	-1	-8	9	-1.1	-1	2.4	-3
CCS(=O)CCSc1nc2ccccc2s1 (stereo unspecified)	1.4	-3	6	3.0	0	-2	-19	2.3	-3	-0.8	-7
COC(=O)[C@@H](NC(=O)Nc1ccc2c(c1)OCCO2)C(C)C	-1.0	-4	2	-0.4	0	-2	-15	4.1	1	-1.1	-4
O=C(CCn1c(=O)oc2ccccc21)NCc1cccs1	-2.5	198	3	-0.1	5	-5	-7	5.0	4	1.1	-6
CCC(C)C(=O)Nc1nnc(SCC(=O)Nc2ccccc2F)s1 (stereo unspecified)	0.9	7	-3	2.2	2	-2	16	2.1	7	-0.3	17
FC(F)(F)c1cc(NCc2cccs2)n2ncnc2n1	1.3	4	-1	1.7	1	1	-1	1.1	-4	0.6	-5
O=C(Nc1ccc2c(c1)C(=O)OC2)Nc1cccc2ccccc12	0.4	-2	-1	1.9	4	-12	-14	2.3	-12	0.6	6
O=C(CNCc1ccccc1)Nc1ccc(Oc2ccccc2)cc1	0.0	9	10	4.0	nt	nt	nt	2.5	nt	-0.2	nt
CC(=O)NNc1[nH]c2c(c(=O)c1[N+](=O)[O-])c(=O)n(C)c(=O)n2C	0.6	-1	-3	1.1	-1	-3	-5	1.7	2	0.9	-11
CCCc1cc(C(=O)NCc2ccco2)no1	-2.6	9	5	0.8	-2	3	5	-0.2	2	1.2	-3
Cc1nn(-c2ccccc2)nc1C(=O)Nc1ccc2[nH]ncc2c1	2.4	-3	-1	-1.0	-1	-22	-9	-2.4	2	-0.2	-5
COCCC(=O)N1CCCC(N2CCN(c3ccc(F)cc3)CC2)C1 (stereo unspecified)	0.0	-8	1	-1.4	-3	6	6	3.7	-2	2.2	4
Cc1[nH]c2ccccc2c1C(=O)NS(=O)(=O)Nc1ccc(F)cc1	-0.7	15	-8	2.4	0	6	7	-0.4	-3	-1.8	-6
Cc1cccc(N(C(=O)CNC(=O)c2ccco2)C(C(=O)NC2CCCC2)c2cccnc2)c1C (stereo unspecified)	-0.1	-20	8	2.4	2	-10	-11	3.4	4	-4.2	-1
O=C(CC(=O)Nc1ccc(Cl)cc1Cl)Nc1ccc(Cl)cc1Cl	-0.6	-17	-2	-1.5	-9	1	-5	-2.5	1	-4.7	2
C/C(=C\c1ccccc1F)C1Nc2cccc3cccc(c23)N1	-0.6	1	-2	0.2	3	0	-28	1.2	0	0.1	-9
N#CCCN(Cc1cccnc1)C(=S)Nc1ccccc1Cl	1.3	nt	-4	-0.8	-1	-4	7	nt	-3	nt	3
CN(C)c1nc(N)nc(CSc2nc3cc(Cl)ccc3o2)n1	2.8	3	3	3.1	-4	-4	-1	-1.1	0	-1.4	2
COc1cc(/C=N/N2CCCCC2)cc([N+](=O)[O-])c1O	-0.3	380	6	3.1	2	8	1	5.4	0	1.5	-7

An excerpt from above with just HTR5A ag ctr.
Molecule | HTR5A ag ctr
CN(C)c1nc(N)nc(CSc2nc3cc(Cl)ccc3o2)n1 | 0
COc1cc(/C=N/N2CCCCC2)cc([N+](=O)[O-])c1O | 0

Additional results follow.
SMILES	CDK5 inh	Mot1-301 SUMO	Tat transport	phage Ecoli inh	DAGLB inh	PKA-R2B activ	HTR5A inv ag	AddAB inh	HTR5A ag ctr	Ecoli viability	PKA-R1A activ
CN(C)S(=O)(=O)N1CCC(Oc2ccc(C(=O)N3C[C@@H]4CCC[C@H]3C4)cc2)CC1	-0.6	0	-5	-0.7	1	4	-4	0.3	2	-0.2	-2
Cc1ccc(CN2CC(C(=O)NCCCn3nc(C)cc3C)CC2=O)cc1 (stereo unspecified)	-6.3	nt	-5	1.6	2	0	-11	nt	5	nt	-3
COc1ccc(COc2cc(-c3cccc(OC)c3)nc3ccc(NC(=O)c4ccc(Cl)cc4)cc23)cc1	-0.7	-2	-1	1.8	-10	-4	-1	4.2	7	-1.5	-3
CC(NC(=S)NC1CCCCC1)C(c1cccs1)N1CCOCC1 (stereo unspecified)	-1.0	-27	3	-2.0	-1	1	-12	3.2	4	1.4	0
CC1(C)Cc2ccccc2-c2nnc(-c3ccccn3)n21	-0.5	6	-6	1.9	-1	-4	-13	-2.1	-1	-0.2	-8
COc1cc(OC)cc(C(=O)N(CCCN2C(=O)c3cccc4cccc(c34)C2=O)c2cccc(OC)c2)c1	-1.3	16	3	0.0	-6	3	6	4.7	-2	-2.4	-3
O=C(NCCN1CCOCC1)C1CC(=O)N(c2cccc(C(F)(F)F)c2)C1 (stereo unspecified)	-2.0	nt	12	3.0	3	-5	5	nt	-2	nt	-11
CC(C)(C)OC(=O)[C@H](Cc1ccccc1)NC(=O)c1nc[nH]c1C(=O)N[C@@H](Cc1ccccc1)C(=O)OC(C)(C)C	1.0	23	5	2.7	-11	-16	12	1.8	-1	2.9	-14
O=C(NN1C(=O)c2ccccc2C1=O)C1CCCCC1	-0.8	4	5	2.8	4	-2	-4	1.7	1	1.9	-13
O=C(Cn1nc(-c2ccccc2)oc1=O)OCC(=O)c1ccc(F)c(F)c1	0.9	-11	-9	-0.8	1	6	-3	1.5	1	0.5	-8
CCCOc1cccc(C(=O)N/N=C/c2ccoc2)c1	0.0	-11	-1	3.7	-4	0	45*	5.6	9	2.2	-6
COc1ccccc1C(=O)NCc1ccc(-c2nc3ccccc3s2)cc1	-1.4	-1	-7	1.6	0	-9	-17	3.9	3	-0.3	1
CCOC(=O)N1CCN(Cc2nc3cc(NC(=O)c4cccs4)ccc3n2CC)CC1	-1.9	-10	-4	0.6	2	-9	-38	0.2	5	-0.9	11
CCCn1c(CN2CCN(c3cccc(Cl)c3)CC2)nc2c1c(=O)n(C)c(=O)n2C	-0.1	1	-4	-0.2	2	-5	-8	-4.3	3	-0.9	-1
COc1ccc(Br)c(C(=O)OCC(=O)NC2CC2)c1	0.7	-10	-1	2.5	-1	-2	7	0.5	-3	1.2	-14
O=C(COC(=O)c1cc(S(=O)(=O)N2CCCC2)ccc1O)Nc1ccc(F)cc1F	-0.4	37	-3	0.9	0	4	16	0.3	-7	0.3	-11
Cn1c(SCC(=O)NCc2cccs2)nnc1-c1ccncc1	0.1	81	-8	2.5	2	-7	4	-1.7	14	-1.5	-7
CN(C(=O)c1ccc(Br)o1)C1(C)CCS(=O)(=O)C1 (stereo unspecified)	2.2	-2	-3	-1.0	-1	-12	-12	4.0	5	1.2	-5
O=C(CSc1nc2ccccc2c(=O)n1CC1CCCO1)Nc1ccccc1 (stereo unspecified)	-0.7	-2	-1	0.2	-2	-7	-4	2.8	2	-2.3	-16
COc1ccccc1Nc1ccc(C(=O)NC2CCCCC2)cn1	-1.5	-23	-2	-0.4	0	-3	-9	3.5	-2	0.9	-2
CC1(C)CC(=O)C(CC2=C(N)CC(C)(C)CC2=O)=C(N)C1	-0.7	58	-6	0.7	0	-12	9	-0.2	-3	-0.6	-3
COc1ccc(Nc2nc(N3CCOCC3)nc(N3CCOCC3)n2)cc1	0.7	-14	20	1.5	-4	-7	-21	nt	6	nt	-10
O=c1c2ccccc2nc(SCc2ccncc2)n1CC1CCCO1 (stereo unspecified)	3.5	0	-8	1.4	1	1	-5	-1.6	2	-0.8	8
COC(=O)C(C)n1cnc2c(nnn2-c2ccc(C)cc2)c1=O (stereo unspecified)	0.7	-11	-8	1.1	-1	0	-9	-1.9	3	-2.1	-9
COc1ccc(C(=O)Nc2nc3ccccc3s2)cc1	-4.3	19	2	0.2	-4	-13	4	-0.2	-1	-0.8	-6
COc1ccc(C2C(Oc3ccccc3)C(=O)N2c2ccc(C)c(C)c2)cc1OC (stereo unspecified)	-0.5	-3	6	-0.1	-8	-8	17	-2.5	1	-2.1	-2
COc1ccccc1/C=C/C(=O)N1CCOCC1	0.3	-4	-2	4.2	1	-1	-12	2.3	3	-1.3	13
CS(=O)(=O)N1CCc2cc(C(=O)N3CCN(c4cccc(Cl)c4)CC3)ccc21	-0.4	5	4	-0.3	2	0	-8	3.2	2	-1.2	6
O=C(O)CSc1nnc(-c2ccccc2)o1	4.2	11	-10	1.6	1	10	-17	3.7	-10	0.3	5
COc1ccc(NC(=O)C2CCCNC2)cc1OCC(C)C (stereo unspecified)	1.4	44	-2	1.3	-1	-1	-5	-1.5	6	-1.1	-6
COc1ccc(NS(=O)(=O)c2cc3c(cc2C)N(C)CCO3)cc1	0.6	-17	-7	1.4	2	-15	5	-0.8	-1	0.3	-2
O=C(COC(=O)CC1SC(N2CCCC2)=NC1=O)Nc1c(F)c(F)c(F)c(F)c1F (stereo unspecified)	0.1	9	-2	2.6	0	-3	13	-1.3	3	0.5	-6
CCCCn1c(N)c(N(CCC(C)C)C(=O)c2sc3nc4n(c(=O)c3c2C)CCC4)c(=O)[nH]c1=O	0.8	-1	-13	2.5	2	7	-1	3.1	6	0.6	-4
CN1CC2CCCC3(C1)C(=O)NC1(CCCCC1)N=C23 (stereo unspecified)	-1.2	-8	-5	nt	1	-14	-5	1.9	-1	-0.4	-2
